MITF primary: blocks human microphthalmia-associated transcription factor; AID 1259374; AlphaScreen MITF homodimerization, bead proximity signal; actives 0.91% (n = 650,000); inhibition, % at 2.6 µM; in the data active = inhibition above about 50%;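 also: 0% = vehicle wells with protein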
Target sequence (O75030 whole entry, looked up): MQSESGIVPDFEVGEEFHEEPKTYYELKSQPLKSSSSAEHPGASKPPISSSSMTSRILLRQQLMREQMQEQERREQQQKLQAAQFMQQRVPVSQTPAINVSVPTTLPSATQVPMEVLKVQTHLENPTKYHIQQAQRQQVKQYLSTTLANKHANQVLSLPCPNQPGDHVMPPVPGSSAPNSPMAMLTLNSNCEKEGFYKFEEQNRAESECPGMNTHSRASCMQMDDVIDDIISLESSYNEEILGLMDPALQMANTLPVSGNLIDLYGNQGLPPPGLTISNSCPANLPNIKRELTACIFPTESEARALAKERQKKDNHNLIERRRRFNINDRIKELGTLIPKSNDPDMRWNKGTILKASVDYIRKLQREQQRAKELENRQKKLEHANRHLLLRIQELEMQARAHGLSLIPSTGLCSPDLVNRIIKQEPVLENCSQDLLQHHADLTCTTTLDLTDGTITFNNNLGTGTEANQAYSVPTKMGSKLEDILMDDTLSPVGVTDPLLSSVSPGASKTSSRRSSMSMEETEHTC
TEAD-YAP block: TEAD-YAP interaction inhibition; HEK-TIYL cells, TEAD-Gal4/YAP UAS-luciferase luminescence; inhibition, % at 9.12 µM; actives 1.4% (n = 640,000); AID 1259422; in the data active = inhibition above about 32%;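 also: 0% = median of test compound wells and 100% = reference inhibitor wells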
GPR151 activ: human GPR151 activation. Q8TDV0. actives 1% (n = 650,000). PathHunter beta-arrestin GPR151 cells, luminescence. activation, % at 11.2 µM; in the data active = activation above about 4.9%;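 also: 0% = median of compound wells and 100% = cells with positive control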
Target sequence (Q8TDV0 whole entry, looked up): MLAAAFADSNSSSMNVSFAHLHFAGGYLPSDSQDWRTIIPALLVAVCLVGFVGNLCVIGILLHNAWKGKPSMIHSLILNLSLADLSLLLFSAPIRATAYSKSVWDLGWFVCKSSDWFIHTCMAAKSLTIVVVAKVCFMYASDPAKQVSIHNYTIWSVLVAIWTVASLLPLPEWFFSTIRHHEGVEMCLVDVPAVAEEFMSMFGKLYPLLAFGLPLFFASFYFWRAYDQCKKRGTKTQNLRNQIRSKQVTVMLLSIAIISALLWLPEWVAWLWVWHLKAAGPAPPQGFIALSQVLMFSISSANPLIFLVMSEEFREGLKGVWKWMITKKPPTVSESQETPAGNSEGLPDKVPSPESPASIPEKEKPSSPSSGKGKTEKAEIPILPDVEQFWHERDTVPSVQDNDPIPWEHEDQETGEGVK
FBW7 act: human FBW7 E3 ligase activation, primary screen. AlphaScreen FBW7–phospho-cyclin E peptide binding, activator screen. normalized activity (activation), % at 26.1 µM. actives 0.13% (n = 650,000); in the data active = normalized activity above about 1.9%;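 also: purified mutant Fbw7 with reduced substrate affinity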
* = called active by the depositor; & = joins results of further samples.

No. | compound | MITF primary | TEAD-YAP block
1 | CCOc1cc(CO)cc(I)c1OC(C)C | 4 | 4
2 | CSCc1ccc(C(=O)N2CCC(CCC(=O)N(C)Cc3ccccc3)CC2)o1 | -5 | -13
3 | COc1ccc(C(=O)N[C@H](C(N)=O)C(C)C)cc1OC1CCN(C(C)C)CC1 | 3 | 1
4 | COC(=O)CNC(=O)CNC(=O)Nc1ccccc1 | 2 | 12
5 | CC(C)CCCC(C)C1CCC2C3CC=C4CC(OC(=O)Oc5ccccc5F)CCC4(C)C3CCC12C (stereo unspecified) | -1 | 2
6 | CCOC(=O)CSC1=C(C#N)C(c2ccc(OCc3ccccc3)cc2)CC(=O)N1 (stereo unspecified) | 2 | 4
7 | COc1cc(CC(=O)OCc2csc(-c3ccccc3)n2)cc(OC)c1OC | 7 | -12
8 | CCOc1ccc(-c2ccc(C)c(NC(=O)c3ccco3)c2)nn1 | 4 | -18
9 | O=C(CN1C(=O)c2ccccc2C1=O)N1CCCCCC1 | 2 | 0
10 | CCOC(=O)C1=C(C)N=c2s/c(=C\c3ccc(-c4ccc(C)cc4[N+](=O)[O-])o3)c(=O)n2C1c1ccc(Cl)cc1 (stereo unspecified) | 10 | -3
11 | Cc1cccc(NC(=O)c2cccc(-n3cc(NC(=O)Cc4ccc(F)cc4)cn3)c2)c1 | -9 | 1
12 | Cc1[nH]c(=S)[nH]c(=O)c1CCCO | -7 | -8
13 | C=CCOc1ccc(/C=C/C(=O)O)cc1OC | -9 | 4
14 | COc1ccc(C2=CC(c3cccc(C)c3)n3nnnc3N2)cc1 (stereo unspecified) | 3 | -9
15 | COC(=O)C12CC3CC(CC(N)(C3)C1)C2 | 1 | 1

No. | GPR151 activ | FBW7 act
1 | 2.4 | 1.1
2 | -0.7 | 0.2
3 | 0.2 | 0.0
4 | 0.5 | -0.1
5 | -0.1 | -0.1
6 | 1.3 | 0.2
7 | 0.9 | 0.2
8 | -0.3 | 0.0
9 | -1.0 | 0.6
10 | 0.9 | 0.0
11 | -0.2 | -0.3
12 | -1.2 | -0.1
13 | 1.0 | -0.1
14 | -0.4 | -0.3
15 | 0.0 | -0.1

Continued:
No. | compound | MITF primary | TEAD-YAP block
16 | CCOc1ccc(C(=O)Nc2cc(C)nn2-c2nc3ccccc3[nH]2)cc1OCC | 1 | 6
17 | COc1ccc(CNC(=S)Nc2ccccc2OC)cc1 | -24 | -4
18 | CCCCCn1c(SCC(=O)OCC)nc2cc(C(=O)NCC3CCCO3)ccc2c1=O (stereo unspecified) | -9 | -10
19 | COc1cccc(C2=CC(c3cccc(OC)c3)n3nnnc3N2)c1 (stereo unspecified) | -3 | 56*
20 | COc1ccc(S(=O)(=O)N(CC(=O)NCCSCc2ccc(C)cc2)c2ccc(C)cc2)cc1 | -1 | 0
21 | CSCCC(=O)N1CCc2ccc(NC(=O)c3ccccc3Cl)cc2C1 | -4 | 4
22 | CCN1CCN(C(c2ccc(Cl)cc2)c2nnnn2CC2CCCO2)CC1 (stereo unspecified) | 20 | -8
23 | CCOC(=O)C1(CC2CC2)CCN(C(=O)c2cccnc2C)CC1 | -10 | -14
24 | CC/C(C)=C1/C(=O)NN(c2ccc(I)cc2)C1=O | -4 | 6
25 | O=C(Cc1ccccc1)Nn1c(SCc2ccncc2)nc2ccccc2c1=O | -10 | 2
26 | Cc1cc(C)cc(N(C(C)C(=O)NC2CCCCC2)S(C)(=O)=O)c1 (stereo unspecified) | 16 | 4
27 | Cc1cc(NS(=O)(=O)c2ccc(NC(N)=S)cc2)no1 | 18 | 6
28 | O=C1c2ccccc2C(=O)N1c1ccccc1[N+](=O)[O-] | -5 | -1
29 | COc1ccc(NC(=O)c2c(NC(=O)c3ccc(Cl)cc3)sc3c2CCC3)c(OC)c1 | 16 | 0
30 | COC(=O)c1sc(N)c(C(=O)OC)c1CSc1nnc(-c2ccc(OC)cc2)o1 | -1 | -1

No. | GPR151 activ | FBW7 act
16 | -0.6 | -0.2
17 | -0.2 | 0.0
18 | 0.1 | -0.2
19 | 0.9 | -0.1
20 | 0.5 | -0.1
21 | -1.5 | 0.0
22 | 0.2 | 0.3
23 | -1.1 | -0.1
24 | -1.4 | 0.0
25 | 0.8 | -0.1
26 | 1.4 | -0.1
27 | -0.6 | 0.0
28 | 0.4 | 0.0
29 | 0.5 | 0.5
30 | 2.1 | -0.2

Complete entries from above. Order of values: MITF primary, TEAD-YAP block, GPR151 activ, FBW7 act
Entry for `Cc1cc(NS(=O)(=O)c2ccc(NC(N)=S)cc2)no1` : 18, 6, -0.6, 0.0
Entry for `CCOc1cc(CO)cc(I)c1OC(C)C` : 4, 4, 2.4, 1.1
Entry for `O=C(CN1C(=O)c2ccccc2C1=O)N1CCCCCC1` : 2, 0, -1.0, 0.6

(list continues)
No. | compound | MITF primary | TEAD-YAP block
31 | CCN(CC)S(=O)(=O)c1ccc(-c2csc(=Nc3ccc(F)cc3)n2CCCO)cc1 | 24 | 39*
32 | COc1cc(/C=c2\sc3nc4cc(Br)cnc4n3c2=O)ccc1O | -2 | 0
33 | CN1CCc2cc(C(CNC(=O)c3cccc(Br)c3)N3CCCC3)ccc21 (stereo unspecified) | 9 | -3
34 | COC(=O)C1NN=C2C(=O)N(c3ccc(C)cc3C)C(=O)C21 (stereo unspecified) | 1 | -2
35 | COc1cccc(CN2CCC(N3CCCC3)CC2)c1OC | 20 | 3
36 | CC1CCCC(NC(=O)CCn2c(=S)[nH]c3ccsc3c2=O)C1C (stereo unspecified) | 8 | 3
37 | Cc1ccc(NC(=O)CCC(=O)NNC(=O)CCC(=O)O)c(C)c1 | 2 | -4
38 | COc1ccc(C2=NN(c3nc(-c4ccccc4)c4cc(Cl)ccc4n3)C(c3ccc(Br)cc3)C2)cc1 (stereo unspecified) | 5 | -3
39 | CC(C)CCN1CCC2(CC1)c1ccccc1[C@@H](NC(=O)COc1ccccc1)[C@@H]2O | 6 | 2
40 | O=C(O)CC12CC3CC(C1)CC(O[N+](=O)[O-])(C3)C2 | 0 | 3
41 | CNC(=O)CSc1nnc(COc2ccccc2OC)n1C | -8 | 2
42 | Cc1ccccc1-n1c(O)c(C=NCCSC(C)(C)C)c(=O)[nH]c1=O | -2 | 2
43 | CCOC(=O)c1cc(C)n(CCc2c[nH]c3ccccc23)c1C | -2 | -13
44 | COC(=O)C1=C(C)NC2=C(C(=O)CC(c3cccs3)C2)C1c1cc(OC)ccc1OC (stereo unspecified) | -5&2 | 33*
45 | COc1ccc(C2=N/C(=C\C=C\c3ccccc3)C(=O)O2)c(Cl)c1 | 10 | 0

No. | GPR151 activ | FBW7 act
31 | 0.8 | -0.3
32 | -1.0 | -0.2
33 | -0.4 | -0.1
34 | -0.1 | -0.1
35 | 2.3 | -0.2
36 | 0.8 | 0.1
37 | -0.1 | -0.3
38 | -0.9 | -0.1
39 | -1.2 | -0.1
40 | 3.4 | 0.5
41 | 0.4 | 0.1
42 | 1.6 | 0.0
43 | -1.4 | -0.2
44 | 2.5&-0.1 | 0.0&0.0
45 | -0.7 | 0.1

Additional results follow:
No. | compound | MITF primary | TEAD-YAP block
46 | COc1ccc(OC)c(NC(=O)c2c(C)[nH]c(C(C)=O)c2C)c1 | 10 | -7
47 | CN(C#N)c1nc(Cl)nc(Nc2ccc(Cl)cc2)n1 | 5 | 3
48 | Brc1cccc(CNCc2cccnc2)c1 | 16 | 4
49 | CCS(=O)(=O)Nc1cccc(N2CCC(NCCCn3nnc4ccccc43)CC2)c1 | -1 | 9
50 | CCOC(=O)C1C(=O)OC(C)(C)C1C(C)C(=O)c1ccc(OC)cc1 (stereo unspecified) | 17 | -7
51 | COC(=O)c1ccc(C(=O)Nc2c(Cl)cc(Cl)cc2[N+](=O)[O-])cc1 | 2 | -6
52 | CC(C)C(=O)N1CCN(c2ccc(NC(=O)c3ccccc3)cc2)CC1 | 8 | 0
53 | COc1ccc(N=Cc2c(O)n(-c3ccccc3F)c(=O)[nH]c2=O)cc1 | 15 | 6
54 | O=C(Nc1ccc(-c2nc3ncccc3o2)cc1)c1cccc(I)c1 | 12 | 5
55 | CC1=C(C(=O)OC(C)C)C(c2ccccc2[N+](=O)[O-])n2ncnc2N1 (stereo unspecified) | 6 | 3
56 | O=C(Nc1ccc2oc(-c3ccc(Cl)cc3Cl)nc2c1)c1cccc(F)c1 | -3 | -9
57 | COc1ccc(OC)c(NC(=O)c2cccc(C)c2[N+](=O)[O-])c1 | 5 | 21
58 | COc1ccc(CNc2nc(Cl)c(C#N)s2)cc1 | -10 | -15
59 | COc1cccc(Nc2ccc(C(=O)O)cc2[N+](=O)[O-])c1 | -7 | -10
60 | CC(=O)Nc1ccc(N/C(C)=C/C(=O)c2ccc(C)cc2)cc1 | 7 | 14

No. | GPR151 activ | FBW7 act
46 | -0.3 | 0.1
47 | -1.3 | -0.1
48 | 0.8 | -0.1
49 | 0.0 | -0.1
50 | 2.1 | -0.1
51 | -1.1 | -0.1
52 | 0.3 | 0.1
53 | -0.2 | 0.0
54 | 0.9 | 0.0
55 | -0.6 | 0.0
56 | 0.7 | 0.0
57 | -1.5 | -0.1
58 | 1.0 | -0.1
59 | -1.0 | -0.1
60 | 0.4 | 0.1

Additional compounds.
No. | compound | MITF primary | TEAD-YAP block
61 | COc1cc(OC)cc(-n2nc(C(=O)Nc3ccc(F)cc3Cl)c3ccccc3c2=O)c1 | 3 | -11
62 | CCc1ncc(CN2CCCC(C(=O)Nc3ccc(-c4ccn[nH]4)cc3)C2)cn1 (stereo unspecified) | -4 | 8
63 | COC(=O)COc1ccc(S(=O)(=O)Nc2cc(Cl)ccc2OC)cc1 | 7 | 11
64 | S=C(Nc1ccccc1Cl)NC1CC1 | 14 | 11
65 | O=C(CN(Cc1ccc(F)cc1)S(=O)(=O)c1ccccc1)Nc1cccc([N+](=O)[O-])c1 | 9 | -1
66 | COc1ccc(C(=O)C[n+]2c(C)n(N)c3ccccc32)cc1 | 2 | 8
67 | CC1CN(C)C(C)C/C1=N/NC(=O)CC#N (stereo unspecified) | 16 | 6
68 | Cn1c(=O)c2c(nc3n(CCCCO)c(C45CC6CC(CC(C6)C4)C5)cn23)n(C)c1=O | 3 | 3
69 | O=C(NCc1ccco1)c1noc2c1CCc1ccccc1-2 | -4 | -41
70 | Cc1cc2c(c(=O)n1Cc1ccc3c(c1)OCO3)C(c1ccc(O)cc1)C(C#N)=C(N)O2 (stereo unspecified) | 11 | 16
71 | Cc1ccc(NC(=O)N2CCCCCC2)cc1Cl | 5 | -58
72 | CN1C(=O)[C@H]2CN(Cc3ccc(CN4CCCCC4)s3)CCN2C(=O)[C@@H]1CO | 1 | 11
73 | CCOC(=O)N1CCN(S(=O)(=O)c2ccc(C(=O)Nc3nc4ccc5nc(C)sc5c4s3)cc2)CC1 | 12 | 4
74 | O=c1cc(N2CCC3(CC2)OCCO3)[nH]c(=O)n1-c1ccc(Cl)cc1 | 8 | 7
75 | COc1ccc(C(=O)O/N=C(\N)Cc2ccc(Cl)c(Cl)c2)cc1 | -7 | -4

No. | GPR151 activ | FBW7 act
61 | -0.7 | 0.0
62 | -0.6 | 0.1
63 | -0.3 | -0.1
64 | 2.2 | 0.0
65 | 5.1* | 0.0
66 | 0.2 | -0.1
67 | 0.5 | 0.1
68 | 1.8 | -0.1
69 | 0.4 | -0.1
70 | -0.2 | -0.2
71 | 1.6 | 0.0
72 | 0.7 | 0.2
73 | 0.4 | 0.3
74 | -0.3 | 0.0
75 | -0.3 | -0.1

Quoted at random: 2 entries already listed
No. | compound | MITF primary | TEAD-YAP block
70 | Cc1cc2c(c(=O)n1Cc1ccc3c(c1)OCO3)C(c1ccc(O)cc1)C(C#N)=C(N)O2 (stereo unspecified) | 11 | 16
61 | COc1cc(OC)cc(-n2nc(C(=O)Nc3ccc(F)cc3Cl)c3ccccc3c2=O)c1 | 3 | -11

No. | GPR151 activ | FBW7 act
70 | -0.2 | -0.2
61 | -0.7 | 0.0

Next part.
No. | compound | MITF primary | TEAD-YAP block
76 | CNc1cc(N2CCN(C(=O)c3cccc(Br)c3)CC2)ccc1[N+](=O)[O-] | -19 | -9
77 | COc1ccc(Nc2nnc(-c3ccc(O)cc3)c3ccccc23)cc1C(N)=O | 1 | 8
78 | CCCCCCCC(=O)NCc1ccc(Cl)c(Cl)c1 | -7 | 0
79 | O=[N+]([O-])c1ccccc1OCCCCN1CCCCC1 | 7 | -4
80 | COc1cccc(Nc2nc(C)c([N+](=O)[O-])c(Nc3cccc(OC)c3)n2)c1 | 3 | -8

No. | GPR151 activ | FBW7 act
76 | 1.1 | 0.0
77 | -0.2 | -0.1
78 | -0.7 | 0.1
79 | 0.1 | -0.1
80 | 0.3 | -0.3

Copied from the list:
MITF primary result of CNc1cc(N2CCN(C(=O)c3cccc(Br)c3)CC2)ccc1[N+](=O)[O-] is entered as -19
TEAD-YAP block result of O=[N+]([O-])c1ccccc1OCCCCN1CCCCC1 is entered as -4
FBW7 act result of CCCCCCCC(=O)NCc1ccc(Cl)c(Cl)c1 is entered as 0.1
MITF primary result of COc1ccc(Nc2nnc(-c3ccc(O)cc3)c3ccccc23)cc1C(N)=O is entered as 1

Bioassay records deposited in PubChem BioAssay by The Scripps Research Institute Molecular Screening Center.
